# Pol eta inh: DNA polymerase eta (human) inhibition; Q9Y253; recombinant Pol eta, fluorescent DNA replication assay; Potency, µM (highest dose often 114 µM), for inactives: at the top dose activity change, negative = inhibition, usual class: inhibitors; hit rate 1.2% among 390,000; also: potency is read from the fitted curve at half-maximal effect; % is scaled to controls: 0 for no effect and ±100 for the full control effect
#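 Pol eta at 10 nM preincubated with compounds 15 min at room temperature; reaction started with fluorescent substrate (50 nM final) and read kinetically at 0 and 10 min.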
# Pol beta inh: inhibitors of human DNA polymerase beta; P06746; Pol beta primer extension/strand displacement, fluorescence kinetic; Potency, µM (doses to about 114 µM), for the others: at the top dose activity change, negative = inhibition, hits mostly inhibitors; hit rate 1.3% among 340,000; also: potency is read from the fitted curve at half-maximal effect; % is scaled to controls: 0 for no effect and ±100 for the full control effect
#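 Homogeneous kinetic assay of primer extension and strand displacement by 10 nM Pol beta, preincubated 15 min at room temperature with compound before 50 nM substrate (final) was added. Read at 0 and 10 min; four-parameter Hill fit.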
# BLM helicase inh: blocks DNA unwinding by human BLM helicase. P54132. recombinant BLM DNA unwinding, fluorescence dequenching. Potency, µM (highest dose often 56.1 µM), for inactives: at the top dose activity change, negative = inhibition, most hits filed as inhibitors. hit rate 0.2% among 350,000;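 also: potency is read from the fitted curve at half-maximal effect; plate controls were vehicle for no effect and no enzyme for full effect; nearly all actives have a fitted effect of over 35% in size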
# Tb PGK inh: T. brucei PGK inhibition. P07378. PGK/GAPDH coupled, Kinase-Glo luminescence, 60 min. Potency, µM (titrated, usually from 57.5 µM), without a hit: top-dose activity change, negative = inhibition, usual class: inhibitors. hit rate 0.043% among 380,000; also: potency is read from the fitted curve at half-maximal effect; % is scaled to controls: 0 for no effect and ±100 for the full control effect; nearly all actives have a fitted effect of over 60% in size
#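 Recombinant glycosomal PGK reaction used 1,3-bisphosphoglycerate generated in-well by GAPDH (100nM final) in 100mM TEA pH 7.6, 5mM MgCl2, 0.01% Tween-20. After 60 minutes at room temperature, ATP was read by Kinase-Glo Plus luminescence end-point.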
# Anesthetic bind: binds horse apoferritin like a general anesthetic; P02791; apoferritin/1-aminoanthracene competitive binding, fluorescence; Potency, µM (doses to about 77.5 µM), without a hit: at the top dose activity change, negative = displacement, usual class: inhibitors; hit rate 0.074% among 350,000; also: potency is read from the fitted curve at half-maximal effect; % is scaled to controls: 0 for no effect and ±100 for the full control effect; nearly all actives have a fitted effect of over 20% in size
# Target sequence (P02791 2-175 limits assumed): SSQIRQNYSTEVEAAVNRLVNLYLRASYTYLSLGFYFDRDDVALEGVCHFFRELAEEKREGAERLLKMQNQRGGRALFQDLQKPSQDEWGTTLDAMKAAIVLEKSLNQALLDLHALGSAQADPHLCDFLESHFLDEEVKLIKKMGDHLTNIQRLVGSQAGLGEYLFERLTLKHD
#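 Apoferritin-based anesthetic binding model; compound displacement of fluorescent 1-AMA measured as endpoint fluorescence after 10 minutes at room temperature, scaled to free-ligand and complex controls.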
# APE1 inh: inhibitors of human APE1 endonuclease; Potency, µM (top dose mostly 65.8 µM), for the others: top-dose activity change, negative = inhibition, actives largely listed as inhibitors; hit rate 0.35% among 350,000; recombinant APE1, TAMRA/BHQ-2 abasic DNA cleavage fluorescence; P27695;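 also: potency is read from the fitted curve at half-maximal effect; plate controls were vehicle for no effect and reference inhibitor for full effect; nearly all actives have a fitted effect of over 55% in size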
#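 Endonuclease cleavage of a quenched abasic-site DNA duplex (50 nM) by APE1 (0.75 nM) was tracked by TAMRA dequenching. Compounds were preincubated with enzyme 15 min at room temperature; data normalized to buffer-only and DMSO wells plus NSC13755 control.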
# POLK inh: inhibitors of human DNA polymerase kappa; Q9UBT6; purified Pol kappa, fluorescent DNA synthesis assay, 10 min; Potency, µM (series often up to 107 µM), for the others: top-dose activity, negative = inhibition, most hits filed as inhibitors; hit rate 0.53% among 400,000; AID 588579; also: potency is read from the fitted curve at half-maximal effect; % is scaled to controls: 0 for no effect and ±100 for the full control effect
# Target sequence (Q9UBT6 whole entry, looked up): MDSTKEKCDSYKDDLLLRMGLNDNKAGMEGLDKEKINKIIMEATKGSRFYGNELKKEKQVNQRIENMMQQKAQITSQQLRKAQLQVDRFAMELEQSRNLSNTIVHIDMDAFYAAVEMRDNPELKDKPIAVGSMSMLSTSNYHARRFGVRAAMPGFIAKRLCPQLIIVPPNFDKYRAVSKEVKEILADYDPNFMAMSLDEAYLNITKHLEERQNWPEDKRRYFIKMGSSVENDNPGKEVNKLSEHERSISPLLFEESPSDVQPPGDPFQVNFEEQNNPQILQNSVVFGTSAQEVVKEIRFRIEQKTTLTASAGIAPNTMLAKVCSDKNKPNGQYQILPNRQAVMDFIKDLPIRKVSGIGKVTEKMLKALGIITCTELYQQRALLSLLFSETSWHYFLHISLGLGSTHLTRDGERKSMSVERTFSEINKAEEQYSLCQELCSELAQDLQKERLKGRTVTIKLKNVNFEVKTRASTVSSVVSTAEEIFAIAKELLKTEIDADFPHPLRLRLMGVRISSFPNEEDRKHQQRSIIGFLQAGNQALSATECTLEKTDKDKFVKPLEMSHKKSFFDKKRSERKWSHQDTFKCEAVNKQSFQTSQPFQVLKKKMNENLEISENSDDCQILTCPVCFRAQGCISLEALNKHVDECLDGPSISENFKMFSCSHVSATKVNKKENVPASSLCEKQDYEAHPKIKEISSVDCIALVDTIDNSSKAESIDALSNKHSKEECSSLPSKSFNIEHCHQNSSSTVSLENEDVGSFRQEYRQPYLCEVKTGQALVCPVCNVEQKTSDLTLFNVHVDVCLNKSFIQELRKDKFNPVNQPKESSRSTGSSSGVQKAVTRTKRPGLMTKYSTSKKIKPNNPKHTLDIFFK
#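 First, compounds were pin-transferred onto 10 nM Pol kappa. After 15 min at room temperature, substrate was added to 50 nM final. Fluorescence was then measured kinetically at 0 and 10 min.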
# POLI inh: blocks human DNA polymerase iota activity | Pol iota fluorescent replication assay, 10 min | Potency, µM (doses to about 115 µM), for the others: at the highest dose activity, negative = inhibition, hits mostly inhibitors | hit rate 1% among 390,000 | AID 588590; also: potency is read from the fitted curve at half-maximal effect
#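 Pol iota at 10 nM preincubated 15 min with compounds at room temperature; reaction started with fluorescent substrate, 50 nM final. Fluorescence read kinetically at 0 and 10 min; buffer-only wells as negative control.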
# RXFP1 antag: antagonists of human relaxin receptor RXFP1; Q9HBX9; HEK293-RXFP1, relaxin-stimulated cAMP HTRF, 30 min; hits give low values; hit rate 0.59% among 350,000; activity change, negative = inhibition, % at 57.5 µM;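 active = activity change of -60% or lower, but not beyond a set lower limit; inconclusive = change between -60% and -40%, or beyond the set limit; inactive = change above -40%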; also: % is scaled to controls: 0 for no effect and ±100 for the full control effect
# Active calls of the source: *; i = inactive; ? = inconclusive; nt = not tested or not shown; & = joins results of further samples; [ ] = remark or other dose. Unless noted, calls follow the shape of the dose curve; as a rule, active = well fitted curve in the direction sought with a large enough effect; inconclusive = small, poorly fitted or top-dose-only effect, or another doubt; inactive = no such curve, though single readings can be large; an effect the other way counts as inactive or inconclusive. Not all compounds are listed. The share of hits here may be higher or lower than overall.
(1) Nc1cc(C(F)(F)F)cc([N+](=O)[O-])c1N
(2) COc1cc(C(=O)NCC(=O)OCc2ccccc2Cl)cc(OC)c1OC
(3) CC(C)OC(=O)c1ccc(NC(=O)CSc2nc(-c3cccs3)cc(C(F)(F)F)n2)cc1
(4) N#CCN1CCCC(C(N)=O)C1 (stereo not given)
(5) CN1OC[C@@H]2CN(Cc3cc(Cl)cc(Cl)c3)[C@H](c3cccc(Oc4ccccc4)c3)C[C@@H]21
(6) CCCCCCCCCCOC(=O)C[N+](C)(C)C/C=C(/C)Cl
(7) Cc1cc2occ(CC(=O)N(C)CC(=O)Nc3ccccc3Cl)c2cc1C
(8) O=C(O)Cn1c(SC2CCCCC2)nc2ccccc21

Compound	1	2	3	4	5	6	7	8
Pol eta inh	-7%	-17%	-14%	-17%	-18%	-5%	-14%	-7%
Pol beta inh	-29%	-13%	5%	1%	nt	2%	nt	2%
BLM helicase inh	-4%	-2%	-2%	1%	nt	-1%	nt	0%
Tb PGK inh	-5%	-9%	8%	-5%	i	-1%	-6%	i
Anesthetic bind	-10%	-5%	?	-6%	nt	-18%	nt	-17%
APE1 inh	-1%	5%	nt	-3%	nt	5%	-6%	-3%
POLK inh	9%	-3%	-2%	3%	-2%	-3%[60.1 µM]	1%	-7%
POLI inh	48%[activator]	16%	?	-6%	13%	30%	16%	-8%
RXFP1 antag	2	0	nt	-13	nt	-14	-8	-1

(9) CCOC(=O)c1c(C)[nH]c(C)c1S(=O)(=O)N1CCCC(C(=O)NCc2cccc(OC)c2)C1 (stereo not given)
(10) COc1ccccc1Nc1ncnc2c1c(C)c(C)n2CCO
(11) C1CCN(c2nc(N3CCCCC3)nc(N3CCNCC3)n2)CC1
(12) CS(=O)(=O)N1CCCC(C(=O)NCCc2ccc(Cl)cc2)C1 (stereo not given)
(13) Cc1ccc(C(=O)O)cc1[N+](=O)[O-]
(14) COc1cc([N+](=O)[O-])ccc1NC(=O)/C=C/C(=O)O
(15) Cc1cc(F)ccc1NC(=O)CCS(=O)(=O)c1ccc2c(c1)NC(=O)CO2
(16) COc1cc(NC(=S)NC(C)=O)ccc1NC(=O)C(C)C

Compound	9	10	11	12	13	14	15	16
Pol eta inh	-17%	-5%	-14%	2%	-19%	-15%	-11%	2%
Pol beta inh	-2%	-5%	35%	38%	nt	3%	6%	34%
BLM helicase inh	-1%	-3%	0%	-2%	nt	3%	-6%	-4%
Tb PGK inh	-3%	-2%	2%	-4%[11.5 µM]	-5%	-8%	-6%	-7%
Anesthetic bind	-7%	-10%	-6%	-8%	nt	-7%	48%[activator]	-8%
APE1 inh	nt	-3%	-11%	12%	-14%&4%	-1%	nt	-3%
POLK inh	4%	-2%	-1%	-12%	-18%	0%	4%	-5%
POLI inh	26%	29%	11%	-9%	9%	108%[activator]	11%	26%
RXFP1 antag	nt	37	-31	12	nt	-7	nt	24

(17) CCn1cc(S(=O)(=O)c2cccc(Cl)c2)c(=O)c2cc(F)c(N3CCN(c4ccccc4)CC3)cc21
(18) CC(Oc1ccc(F)cc1)C(=O)N1CCC(c2nc3ccccc3s2)CC1 (stereo not given)
(19) NC(=O)c1ccsc1NC(=O)COC(=O)COc1ccccc1[N+](=O)[O-]
(20) COc1ccc(-c2cnc(SCC(=O)Nc3cc(C)on3)n2Cc2ccco2)cc1
(21) N#Cc1ccccc1CSc1ncccc1C(=O)O
(22) CCC(C(=O)OCc1cc(=O)n2nc(CCOC)sc2n1)c1ccccc1 (stereo not given)
(23) Cc1ccc(NC(=S)N/N=C2\CC(C)(C)Oc3ccc(O)cc32)cc1
(24) O=C(O)CCC(=O)N1CCN(c2ncccn2)CC1

Compound	17	18	19	20	21	22	23	24
Pol eta inh	-4%	-9%	-19%	-18%	0%	-13%	-4%	-17%
Pol beta inh	22%	-22%	nt	18%	1%	22%	17%	-1%
BLM helicase inh	-4%	-1%	nt	-12%	-2%	-1%	0%	2%
Tb PGK inh	-2%	10%	-11%	-5%	i	-3%	nt	-7%
Anesthetic bind	35%[activator]	-5%	nt	-6%	0%	?	113%[activator]	13%
APE1 inh	nt	nt	19%	-8%	0%	nt	-2%	13%
POLK inh	2%	-14%	-21%	-16%	-9%	6%	-3%	-21%
POLI inh	44%[activator]	5%	13%	35%[activator]	12%	5%	-3%	13%
RXFP1 antag	-12	-14	-4	-14	18	-28	-12	-8

(25) O=S1(=O)[C@H]2C[C@@H]3C=C[C@@]2(CN1Cc1ccccc1F)O3
(26) COC(=O)[C@H](Cc1c[nH]c2ccccc12)NC(=O)CCCc1c[nH]c2ccccc12
(27) O=C(CNC(=O)c1cccc(S(=O)(=O)N2CCc3ccccc32)c1)Nc1ccc(F)c(F)c1F
(28) COCCn1c(COc2ccc(OC)cc2)nc2ccccc21
(29) CCCCCCn1c(N)c(C#N)c2ccc([N+](=O)[O-])cc2c1=O
(30) Cc1ccc(S(=O)(=O)Nc2nc3ccccc3nc2N2CCN(c3ccccc3F)CC2)cc1
(31) CC1(C)CC2CC(C)(CN2C(=O)c2cc(-c3ccccc3O)on2)C1 (stereo not given)
(32) O=C(CS(=O)(=O)c1ccccc1)Nc1ccccn1

Compound	25	26	27	28	29	30	31	32
Pol eta inh	-12%	-17%	-23%	-7%	4%	-8%	-12%	1%
Pol beta inh	30%	2%	nt	0%	1%	30%	1%	1%
BLM helicase inh	0%	-8%	nt	-4%	-7%	-10%	-7%	-4%
Tb PGK inh	-2%	0%	i	-5%	0%	-11%	-7%	-2%
Anesthetic bind	-9%	-7%	nt	-2%	-3%	-20%	-11%	-4%
APE1 inh	9%	2%	9%	7%	-5%	2%	18%	0%
POLK inh	3%	-10%[60.1 µM]	-17%	-1%	-4%	-9%	8%	4%
POLI inh	24%	15%	7%	14%	-6%	-11%	0%	7%
RXFP1 antag	nt	1	-8	4	10	-6	-7	2

# Of the compounds above, 2 have a CF3 group.
(1) Nc1cc(C(F)(F)F)cc([N+](=O)[O-])c1N
(3) CC(C)OC(=O)c1ccc(NC(=O)CSc2nc(-c3cccs3)cc(C(F)(F)F)n2)cc1

Compound	1	3
Pol eta inh	-7%	-14%
Pol beta inh	-29%	5%
BLM helicase inh	-4%	-2%
Tb PGK inh	-5%	8%
Anesthetic bind	-10%	?
APE1 inh	-1%	nt
POLK inh	9%	-2%
POLI inh	48%[activator]	?
RXFP1 antag	2	nt

# More results follow.
(33) COc1c([N+](=O)[O-])cc(C(=O)NNC(=O)c2ccc(C)cc2)cc1[N+](=O)[O-]
(34) COc1ccc(N2C(=O)c3ccccc3NC2c2ccc(OC)c(CSc3ccccn3)c2)cc1 (stereo not given)
(35) CN(CC(=O)Nc1ccc2c(c1)OCCO2)S(=O)(=O)c1cccc2cccnc12
(36) O=C(c1ccccc1OCc1ccc(Cl)cc1)N1CCN(c2ccccn2)CC1
(37) CN(c1ccccc1)S(=O)(=O)c1cccc(NC(=O)COc2ccccc2)c1
(38) COC(=O)CSc1n[nH]c(-c2ccncc2)n1
(39) COc1cc2c(=O)n(Cc3ccccc3Cl)c(=O)n(CC(=O)Nc3ccc(C)c(C)c3)c2cc1OC
(40) Cc1c([N+](=O)[O-])c([N+](=O)[O-])nn1CC(=O)NCc1cccnc1

Compound	33	34	35	36	37	38	39	40
Pol eta inh	0%	-4%	-15%	2%	?	-4%	4%	-18%
Pol beta inh	1%	-2%	10%	nt	nt	2%	21%	7%
BLM helicase inh	2%	-5%	0%	nt	nt	-2%	-3%	0%
Tb PGK inh	-1%	-7%	-3%	7%	-8%	-10%	-8%	0%
Anesthetic bind	-5%	13%	-9%	nt	nt	27%	-11%	-1%
APE1 inh	19%	-1%	-3%	-8%	-6%	2%	nt	7%
POLK inh	-9%	?	3%	-6%	-11%	-7%	12%	-4%
POLI inh	6%	-2%	16%	20%	13%	2%	9%	73%[activator]
RXFP1 antag	12	13	nt	3	10	-6	nt	-33

(41) COc1ccc(-n2nc(C(=O)Nc3ccc(Cl)cn3)c3c4ccccc4n(C)c3c2=O)cc1Cl
(42) COC(=O)c1ccc(C(=O)OC)c(NC(=O)c2c(-c3ccccc3)c(-c3ccccc3)nn(C)c2=O)c1
(43) O=C(CSc1nnc(-c2c[nH]c3ccccc23)o1)N1CCCCC1
(44) O=C(O)c1cc(-c2ccc(Cl)cc2)n(-c2ccccc2)n1
(45) COc1cc(C(=O)NNC(=O)C2CC2)cc(OC)c1OC
(46) Cc1ccc(C2N(c3ccc(F)cc3)C(=O)C3CCCN32)cc1 (stereo not given)
(47) O=c1oc2ccccc2cc1-c1nc(-c2cccs2)cs1
(48) Fc1ccccc1N1CCN(CCCNc2ccc3nncn3n2)CC1
(49) CN1C(=O)NC(NC(=O)C2CCCCC2)(C(F)(F)F)C1=O (stereo not given)
(50) O=C(c1ccoc1)N1CCC2(CC1)Oc1ccc(Cl)cc1C(=O)C21CC(c2ccccc2)=NO1 (stereo not given)

Compound	41	42	43	44	45	46	47	48	49	50
Pol eta inh	-12%	-13%	-17%	-7%	-8%	-27%	-13%	-5%	-6%	-6%
Pol beta inh	29%	11%	26%	-23%	-28%	-1%	?	25%	0%	-2%
BLM helicase inh	-1%	-5%	-2%	0%	1%	-2%	-1%	-2%	1%	-10%
Tb PGK inh	-2%	-9%	-4%	-11%	i	7%	-7%	-9%	-7%	0%
Anesthetic bind	-4%	?	?	-1%	-3%	-5%	5%	-4%	-5%	0%
APE1 inh	nt	nt	-2%	0%	-11%	-5%	-2%	0%	4%	4%
POLK inh	6%	-13%	-10%	4%	11%	0%	-6%	10%	-6%	-1%
POLI inh	?	17%	?	29%	35%[activator]	11%	?	-22%	26%	-5%
RXFP1 antag	8	-18	-12	-11	2	-6	1	nt	9	nt

# Numbers 1 through 2, quoted:
(1) Nc1cc(C(F)(F)F)cc([N+](=O)[O-])c1N
(2) COc1cc(C(=O)NCC(=O)OCc2ccccc2Cl)cc(OC)c1OC

Compound	1	2
Pol eta inh	-7%	-17%
Pol beta inh	-29%	-13%
BLM helicase inh	-4%	-2%
Tb PGK inh	-5%	-9%
Anesthetic bind	-10%	-5%
APE1 inh	-1%	5%
POLK inh	9%	-3%
POLI inh	48%[activator]	16%
RXFP1 antag	2	0

# Screening data: PubChem, National Center for Advancing Translational Sciences (NCATS)
